Screens (PubChem)
E coli growth: E. coli V3065 growth inhibition, primary screen, counter-screen for AddAB inhibitor project, absorbance, OD600; 330,000 compounds, 0.27% hits; 18 h; inhibition, % at 11.9 µM; AID 449728, 2010;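 active = inhibition above the campaign's mean inhibition across all tested compounds plus 3 SD, cut at about 9.9% in these data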;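 note: uninfected addAB+ strain grown without phage in ampicillin broth; 0% = DMSO wells and 100% = ciprofloxacin 0.95 µg/ml wells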
DSG3 Ab inh: inhibitors of pemphigus antibody binding to DSG3, primary screen, biochemical, bead-based, flow cytometry, scFv-GFP. DSG3-coupled beads, scFv-anti-DSG3-GFP binding; hits give low values. AID 588358, 2011. 310,000 compounds, 0.48% hits. binding (percent of control), % at 10 µM. Desmoglein-3 (Homo sapiens), P32926;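 active = binding more than 3 SD below its plate's average and above zero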;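 note: hits lower antibody fragment binding to DSG3; some compounds called inactive have numbers as strong as hits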
PfHsp90 yeast 2: growth inhibition of PfHsp90-expressing yeast, primary screen, antimalarial PfHsp90 inhibitor project, S. cerevisiae, BacTiter-Glo luminescence, single point, set 2. 310,000 compounds, 0.32% hits. BacTiter-Glo ATP, 48 h; yeast lacking PDR1 and PDR3 efflux regulators. inhibition, % at 9.4 µM;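 active = every replicate shows inhibition above about 80%, whatever the replicate mean, limit read from the data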;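 note: 0% = DMSO neutral controls and 100% = 20 µM radicicol positive controls; yeast relying on Plasmodium falciparum Hsp90 in place of its own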
PKA-R1A activ: activators of PKA-R1A holoenzyme, primary screen, biochemical, fluorescence polarization, Cy5-IP20, bovine R1A, mouse PKAc. cAMP-dependent protein kinase type I-alpha regulatory subunit (Bos taurus) + …. PKA-R1A dissociation; scaled: DMSO 0%, 113 µM cGMP 100%. activation, % at 11.4 µM. 340,000 compounds, 0.083% hits;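 active = percent activation above the mean of all tested compounds plus 3 SD, cut at about 19% in these data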;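 note: higher means more PKAc released from R1A so a rise in polarization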
Tat transport: E. coli Tat export inhibitors, primary screen, MC4100, TorA-mCherry reporter, fluorescence, single point. inhibition, % at 10 µM. 340,000 compounds, 0.036% hits;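 active = mean replicate inhibition at least 50% and at least half of replicates individually reaching 50%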;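 note: exported cargo escapes ClpAP degradation while cytoplasmic cargo is degraded and loses fluorescence; 0% = median of neutral control wells and 100% = median of NaSCN control wells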
SUMO Mot1 rescue: yeast Mot1-301 growth rescue at high temperature, primary screen, SUMOylation pathway inhibitor project, S. cerevisiae, ATP luminescence, 38.5C. 320,000 compounds, 1% hits. growth rescue, % at 18.8 µM. S. cerevisiae Mot1-301 growth rescue; percent above DMSO median, 100 means doubled. AID 2716, 2010;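 active = every valid replicate shows activation above 250% relative to neutral control wells; inactive = the rest, any valid replicate at or below 250%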;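 note: OY570 slx delta 5 strain wells were the positive control but not used for scaling; some compounds called inactive have numbers as strong as hits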
OPRM1-OPRD1 ag: agonists of OPRM1-OPRD1 heterodimerization, primary screen, cell-based, luminescence; Mu-type opioid receptor (Homo sapiens) + Delta-type opioid receptor (Homo sapiens), …; cells; activation, % at 9.3 µM; 340,000 compounds, 0.3% hits; in the data active = activation above about 18%;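 note: 0% = vehicle-treated cells and 100% = reference agonist; values of inactives mirror those of a sister screen read the other way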
Target sequence (P35372 whole entry, looked up): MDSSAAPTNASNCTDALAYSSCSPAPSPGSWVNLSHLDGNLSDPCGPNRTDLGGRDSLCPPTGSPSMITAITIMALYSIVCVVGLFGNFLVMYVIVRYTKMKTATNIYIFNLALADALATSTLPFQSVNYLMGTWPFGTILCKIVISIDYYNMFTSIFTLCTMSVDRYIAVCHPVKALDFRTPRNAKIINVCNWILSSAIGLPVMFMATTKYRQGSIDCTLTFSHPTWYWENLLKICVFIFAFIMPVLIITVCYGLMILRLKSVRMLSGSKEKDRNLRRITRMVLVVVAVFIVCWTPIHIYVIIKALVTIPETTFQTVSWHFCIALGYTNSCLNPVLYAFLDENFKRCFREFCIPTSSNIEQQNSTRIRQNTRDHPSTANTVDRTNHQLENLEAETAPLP
Target sequence (P41143 whole entry, looked up): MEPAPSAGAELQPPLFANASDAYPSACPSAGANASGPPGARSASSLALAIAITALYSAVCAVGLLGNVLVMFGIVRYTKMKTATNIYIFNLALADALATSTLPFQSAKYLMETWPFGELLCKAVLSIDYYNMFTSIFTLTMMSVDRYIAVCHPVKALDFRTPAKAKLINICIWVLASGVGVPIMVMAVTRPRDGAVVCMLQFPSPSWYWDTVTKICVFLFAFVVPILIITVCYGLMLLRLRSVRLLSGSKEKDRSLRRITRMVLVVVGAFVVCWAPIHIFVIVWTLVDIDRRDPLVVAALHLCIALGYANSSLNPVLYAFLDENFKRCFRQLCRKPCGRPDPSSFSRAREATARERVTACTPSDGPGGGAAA
AddAB inh: growth inhibition of E. coli expressing H. pylori AddAB, primary screen, AddAB inhibitor project, absorbance; inhibition, % at 11.9 µM; 330,000 compounds, 0.29% hits; AID 435030, 2010; in the data active = inhibition above about 12%;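 note: 0% = vehicle wells of infected cells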
MOR-DOR inv ag: inverse agonists of MOR-DOR heterodimerization, primary screen, cell-based, luminescence | cell-based MOR-DOR heterodimer luminescence, inverse agonism | 340,000 compounds, 0.21% hits | inhibition, % at 9.3 µM | AID 504357, 2011; in the data active = inhibition above about 22%, passing the limit was not always enough;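 note: 0% = cells with DMSO and 100% = wells without cells with DMSO; values of inactives mirror those of a sister screen read the other way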
phage Ecoli inh: growth loss of phage-infected E. coli, primary screen, RecBCD inhibitor project, absorbance, with phage, HTS; inhibition, % at 11.9 µM; 360,000 compounds, 0.26% hits; AID 651602, 2012; in the data active = inhibition above about 11%
Arrestin-AP2 inh: inhibitors of beta-arrestin/AP2 binding, primary screen, biochemical, GPCR trafficking, flow cytometry; beta-arrestin 1 C-terminal peptide binding to AP2 beta2-adaptin appendage (human); FITC-arrestin peptide / GST-AP2 beads; AP2 beta2 appendage carries R879A mutation; inhibition, % at 10 µM; 340,000 compounds, 0.31% hits; AID 504490, 2011;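 active = inhibition above a set limit, near 3 SD of compounds lacking own fluorescence, cut at about 54% in these data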;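 note: plate controls were DMSO wells for no effect and 5 µM unlabelled arrestin peptide for full effect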
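System: GST-AP2 R879A glutathione beads | Also added: FITC-arrestin peptide, 50 nM | Times: 12 min plus 1 h, RT | Signal: Bead flow cytometry, FITC channel | Buffer or medium: PBS with 0.05% Tween 20 and 0.1% BSA | Read-out basis: Percent drop in bead-associated FITC signal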
An asterisk follows results filed as active; x = no result given.

#	structure	E coli growth	DSG3 Ab inh	PfHsp90 yeast 2	PKA-R1A activ	Tat transport	SUMO Mot1 rescue	OPRM1-OPRD1 ag	AddAB inh	MOR-DOR inv ag	phage Ecoli inh	Arrestin-AP2 inh
1	N#Cc1ccc(/C=C2\CCn3c2nc2cc(C(=O)O)ccc2c3=O)cc1	0.8	111.1	7.1	6.0	0.1	-13.1	0.0	3.2	0.1	-1.1	-2.0
2	COc1ccc(CNC(=O)c2cnc3n(c2=O)CCS3)cc1	0.1	101.8	-12.4	7.7	2.9	5.8	-3.3	1.2	17.0	1.8	-1.3
3	N#CCC(=O)N/N=C\c1ccc(OC/C=C/c2ccccc2)cc1	-3.2	74.5	1.3	0.8	-3.7	-11.2	x	-1.1	x	0.7	24.2
4	Cc1cc(-c2ccccc2)[nH]c(=O)c1S(=O)(=O)c1ccc(Cl)cc1	1.1	108.2	x	-7.8	-8.4	-11.9	-1.3	1.0	7.6	1.3	2.2
5	CC1CCCCN1S(=O)(=O)c1ccc(C(=O)Nc2nnc(C3=COCCO3)o2)cc1 (stereo unspecified)	-1.2	x	-25.8	-6.1	1.2	78.7	-1.4	-0.7	7.8	0.0	45.4
6	Cc1ccc(C2=NN(C)c3nc4ccccc4n3C2)cc1	0.5	115.1	x	4.4	-6.0	13.7	3.9	3.9	-19.2	4.0	7.4
7	CC1(C)c2ccccc2N(CC(N)=O)C12C=Cc1ccccc1O2 (stereo unspecified)	2.0	103.2	13.7	-1.6	-11.7	-14.3	-0.5	1.5	2.6	6.2	10.3
8	CCCCNc1cc(=O)n(C)c(=O)n1C	1.2	103.0	13.3	3.6	3.6	82.1	-0.4	3.7	2.2	2.0	-2.9
9	NC1=Nc2cccc3cccc1c23	5.0	113.1	x	10.2	8.3	-14.0	0.3	3.2	-1.5	3.6	0.3
10	COc1ccc(C(=O)/C=C/Nc2cccc(C)n2)cc1OC	2.0	99.8	-18.0	6.1	-4.2	-11.3	0.7	-1.0	-4.1	2.2	-6.3

(listing goes on)
#	structure	E coli growth	DSG3 Ab inh	PfHsp90 yeast 2	PKA-R1A activ	Tat transport	SUMO Mot1 rescue	OPRM1-OPRD1 ag	AddAB inh	MOR-DOR inv ag	phage Ecoli inh	Arrestin-AP2 inh
11	CC(=O)c1ccc(NC(=O)CCNS(=O)(=O)c2cc(Br)cnc2N)cc1	0.0	103.6	-3.5	-7.7	0.6	281.4	-2.1	4.9	11.1	0.2	-6.7
12	Cc1cc(N2CCN(C)CC2)ccc1NC(=O)c1cccc(S(=O)(=O)N2CCc3ccccc3C2)c1	-0.3	103.1	21.8	-2.1	2.0	2.7	1.2	0.8	-5.6	-0.3	3.0
13	CCN(CC)CCN(C(=O)c1ccc2ccccc2c1)c1nc2ccc(OC)cc2s1	-2.3	125.7	6.9	-5.8	7.1	412.1	1.3	-0.1	-6.6	-0.2	1.2
14	O=C(CNCc1ccccc1Cl)NCc1ccco1	-0.2	79.2	-7.2	-8.7	-4.2	7.6	-3.0	0.1	15.2	4.4	-0.5
15	O=C(O)CCC(=O)NNC(=O)c1ccc(-c2ccccc2)cc1	0.3	96.8	22.7	-0.3	-1.1	6.5	-2.3	1.0	11.9	0.7	12.9
16	CC(=O)OCC(COC(C)=O)OC(C)=O	0.5	119.1	-22.2	-6.4	-0.5	-3.7	-1.5	-2.3	8.3	3.3	0.0
17	O=C(CCC(=O)Nc1ccccc1)NNC(=O)C(c1ccccc1)c1ccccc1	-2.6	103.5	9.3	-20.4	-2.0	16.1	-4.1	4.2	18.3	5.1	6.2
18	CC(C)OC(=O)Cn1c(=O)sc2ccccc21	2.5	99.5	x	-6.5	1.5	-11.9	-1.8	2.3	9.5	0.0	14.9
19	COc1cc(/C=C/c2nnc3c4ccccc4ncn23)cc(OC)c1OC	0.7	91.9	19.0	0.2	6.4	-5.8	-0.2	3.1	1.1	1.5	-2.4
20	COc1ccc([N+](=O)[O-])cc1C1NN=C(c2cccc3ccccc23)S1 (stereo unspecified)	-1.6	91.6	-12.6	-7.8	-0.5	-5.6	-2.1	0.5	11.9	3.8	4.0

Following part.
#	structure	E coli growth	DSG3 Ab inh	PfHsp90 yeast 2	PKA-R1A activ	Tat transport	SUMO Mot1 rescue	OPRM1-OPRD1 ag	AddAB inh	MOR-DOR inv ag	phage Ecoli inh	Arrestin-AP2 inh
21	CCC(C)NC(=O)c1nn(C)c(=O)c2ccccc12 (stereo unspecified)	-0.3	102.7	-1.9	-3.7	13.1	2.9	-1.7	1.8	9.5	4.7	-22.0
22	Cc1ccc(-n2ncc(C(=O)O)c2C2CCN(C(=O)OC(C)(C)C)CC2)cc1	-0.4	97.2	-12.8	-5.3	-6.8	-3.3	-3.1	1.7	16.9	1.6	-1.9
23	COc1ccccc1OCCCn1c(C)c(C#N)c2ccccc21	1.0	90.8	-9.6	-0.9	-4.6	1.8	-0.3	-0.2	1.9	2.9	9.3
24	CCN1C(=NCCCOC(C)C)N[C@@H](c2ccccc2)[C@H](C(=O)OC)[C@H]1C	0.6	105.0	5.5	-7.2	2.5	-13.5	-2.2	-0.1	12.9	-2.4	-11.0
25	CCn1c2ccccc2c2cc(CNCc3ccc(OC)cc3OC)ccc21	0.2	108.6	20.6	-2.7	15.3	3.3	8.4	2.7	-42.1	6.8	0.5
26	COc1ccccc1Oc1ccc(NC(=O)c2ccccc2C)cc1	2.5	91.6	-6.8	0.5	2.6	6.0	0.1	6.1	-0.3	2.1	20.9
27	O=c1[nH]c(Nc2ccc3c(c2)OCCO3)nnc1Cc1ccc(Cl)cc1	0.3	107.9	-4.5	x	0.7	1.5	x	2.5	x	4.3	1.0
28	CC(C)CCn1cnc2c1c(=O)[nH]c(=O)n2Cc1ccccc1	-2.2	106.4	-6.9	-6.3	-8.0	29.8	-1.2	1.3	5.9	1.3	5.4
29	CCOc1cc(CNCC(O)c2ccccc2)cc(Cl)c1OC (stereo unspecified)	0.3	98.0	14.1	14.4	-4.6	-15.6	1.4	-0.2	-7.1	2.7	2.2
30	CCN1CCN(CCCNC(=O)c2cn(CCOC)c(=O)c3c2c2ccccc2n3C)CC1	1.6	96.5	x	-9.5	-4.6	0.0	-1.7	-0.8	8.7	x	8.1

More compounds follow.
#	structure	E coli growth	DSG3 Ab inh	PfHsp90 yeast 2	PKA-R1A activ	Tat transport	SUMO Mot1 rescue	OPRM1-OPRD1 ag	AddAB inh	MOR-DOR inv ag	phage Ecoli inh	Arrestin-AP2 inh
31	CCN(CC)CCN1C(=O)C(O)=C(C(=O)c2cccs2)C1c1ccc(C)o1 (stereo unspecified)	-1.0	83.9	x	-0.2	1.0	106.4	-4.0	1.6	22.4	0.8	-10.4
32	Cc1ccccc1NC(=O)c1cccc(NC(=O)c2ccccc2C(=O)O)c1	-2.9	x	-15.1	-7.7	-4.4	-0.4	-1.8	-1.0	8.6	0.5	26.0
33	Cc1ccc(C)c(N2C(=O)CC(Cc3ccccc3)C2=O)c1 (stereo unspecified)	-0.4	102.4	12.3	10.0	5.1	-2.9	-2.8	-3.3	13.5	1.9	-15.3
34	Cc1cc(C)c[n+](-c2[nH]c(=O)sc2/C=N/N=C(\[O-])c2cccnc2)c1	3.7	101.5	9.2	-7.0	-6.3	-20.0	-2.4	2.2	12.0	1.2	8.2
35	COc1ccccc1C(=O)OCC(=O)NC(=O)NC1CCCC1	0.0	105.0	-20.1	-1.4	-2.5	-1.4	-1.8	2.5	9.3	3.6	9.3
36	COCCC(=O)N1CCCC(C(=O)c2ccc(C(F)(F)F)cc2)C1 (stereo unspecified)	0.3	101.1	-3.9	-4.7	-2.1	14.4	-1.0	1.1	5.2	0.9	-8.9
37	COc1ccc(OC)c(NC(=O)CCC(=O)Nc2nnc(C(F)(F)F)s2)c1	0.2	98.4	9.6	8.5	3.3	5.0	-1.7	3.6	9.3	1.2	-0.2
38	COc1ccccc1Oc1ccc(N2CC(C(=O)OCC(=O)c3ccccc3)CC2=O)cc1 (stereo unspecified)	2.6	108.1	7.8	1.0	0.6	-0.5	-2.7	0.6	14.2	-0.6	7.9
39	O=C1CN(C(=O)CSc2nc(-c3ccccc3)cs2)c2ccccc2N1	0.3	x	-19.8	9.6	0.5	-14.2	-2.4	0.8	12.1	6.0	-1.9
40	CC1CCCC(NC(=O)COC(=O)COc2ccc(Cl)cc2)C1C (stereo unspecified)	-1.4	102.4	3.1	-0.3	9.0	4.8	-2.0	-0.9	11.1	-1.4	-4.2

Next part.
#	structure	E coli growth	DSG3 Ab inh	PfHsp90 yeast 2	PKA-R1A activ	Tat transport	SUMO Mot1 rescue	OPRM1-OPRD1 ag	AddAB inh	MOR-DOR inv ag	phage Ecoli inh	Arrestin-AP2 inh
41	Cc1ccc(S(=O)(=O)/C(C#N)=C/c2c(N3CCOCC3)nc3ccccn3c2=O)cc1	x	80.3	x	-3.6	4.0	x	-2.7	x	13.9	1.6	-2.1
42	CC(NC(=O)COc1ccc(Br)cc1)C(=O)O (stereo unspecified)	0.7	112.0	19.4	-0.8	1.9	-30.7	1.6	1.0	-9.1	-0.9	-2.5
43	CC(=O)NCCC(=O)Nc1nc(-c2ccc3ccccc3c2)cs1	x	x	-5.4	-2.3	3.5	x	-1.2	x	7.7	1.0	12.2
44	COc1cccc(OC)c1C(=O)NC(=S)Nc1ccc2oc(=O)ccc2c1	0.3	105.5	13.8	-3.1	-8.8	-7.7	-0.3	-0.1	1.6	2.6	-11.0
45	Cc1ccc(S(=O)(=O)NCC(=O)OCC(=O)c2cccs2)cc1	-0.8	42.7*	1.0	3.2	-0.1	-6.1	-2.7	-0.5	15.2	1.4	-6.1
46	CN(C)c1ccncc1C(=O)Nc1ccc(F)cc1F	2.7	x	-4.1	-6.6	1.4	-5.2	0.3	8.8	-1.4	0.5	13.0
47	COc1cc(Cl)c(C)cc1NC(=O)CCNC(=O)c1ccco1	-0.6	108.0	-28.0	5.9	-6.2	1.4	-0.6	0.5	4.5	1.4	-0.7
